Compound activity (PubChem)
RXFP1 agonist – activates the human relaxin receptor RXFP1. Q9HBX9. HEK293T-RXFP1 cAMP TR-FRET, 30 min; response scale: percent of porcine relaxin response, buffer zero. hit rate 0.3% among 370,000. Potency, µM (top dose mostly 57.5 µM), for inactives: at the top dose activation, actives largely listed as activators; note: % is set by controls: 0 for no effect and ±100 for the full control effect; nearly all actives have a fitted effect of over 60% in size; many of its hits are not listed in these tables
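cAMP rise read by TR-FRET after 30 min, 37C compound exposure (up to 58 uM) in RXFP1-transfected HEK293 cells with Ro 20174 present. EC50 from Hill-equation fits, with 29 nM porcine relaxin as 100% and buffer as basal.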
Vif-A3F inh – blocks the Vif interaction with APOBEC3F. HeLa A3F-eYFP + Vif (tagged APOBEC3F with the HIV-1 protein that degrades it), YFP fluorescence increase. Potency, µM (highest dose often 46.1 µM), inactives show at the highest dose activity, negative = active. hit rate 0.2% among 390,000; note: % of control where 0% means no effect; nearly all actives have a fitted effect of over 65% in size
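HeLa cells stably expressing Vif plus C-terminally eYFP-tagged A3F were seeded, incubated overnight at 37 deg C, dosed with compound, incubated overnight again at 37 deg C. Yellow fluorescence (Ex 488/Em 500-530) reported blocked Vif-mediated A3F-eYFP degradation.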
TrxR1 inh – inhibitors of rat thioredoxin reductase 1; AID 588453; Potency, µM (series often up to 114 µM), for inactives: top-dose activity change, negative = inhibition, actives largely listed as inhibitors; O89049; recombinant rTrxR1, NADPH fluorescence consumption, selenite substrate; hit rate 1% among 390,000; note: % is set by controls: 0 for no effect and ±100 for the full control effect; nearly all actives have a fitted effect of over 65% in size
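Rat TrxR1 (90 nM in the dispensed reagent) was pre-reduced with 400 uM NADPH for 5 min at room temperature, then incubated with compound for 15 min. After 400 uM selenite was added, NADPH fluorescence (Ex 340/Em 450 nm) was followed for 8 min.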
12-LOX inh – blocks human arachidonate 12S-lipoxygenase | P18054 | purified 12hLO, xylenol orange hydroperoxide absorbance | Potency, µM (top dose mostly 108 µM), for the others: top-dose activity change, negative = inhibition, actives largely listed as inhibitors | hit rate 1.1% among 580,000; note: % is set by controls: 0 for no effect and ±100 for the full control effect
Target sequence (P18054 whole entry, looked up): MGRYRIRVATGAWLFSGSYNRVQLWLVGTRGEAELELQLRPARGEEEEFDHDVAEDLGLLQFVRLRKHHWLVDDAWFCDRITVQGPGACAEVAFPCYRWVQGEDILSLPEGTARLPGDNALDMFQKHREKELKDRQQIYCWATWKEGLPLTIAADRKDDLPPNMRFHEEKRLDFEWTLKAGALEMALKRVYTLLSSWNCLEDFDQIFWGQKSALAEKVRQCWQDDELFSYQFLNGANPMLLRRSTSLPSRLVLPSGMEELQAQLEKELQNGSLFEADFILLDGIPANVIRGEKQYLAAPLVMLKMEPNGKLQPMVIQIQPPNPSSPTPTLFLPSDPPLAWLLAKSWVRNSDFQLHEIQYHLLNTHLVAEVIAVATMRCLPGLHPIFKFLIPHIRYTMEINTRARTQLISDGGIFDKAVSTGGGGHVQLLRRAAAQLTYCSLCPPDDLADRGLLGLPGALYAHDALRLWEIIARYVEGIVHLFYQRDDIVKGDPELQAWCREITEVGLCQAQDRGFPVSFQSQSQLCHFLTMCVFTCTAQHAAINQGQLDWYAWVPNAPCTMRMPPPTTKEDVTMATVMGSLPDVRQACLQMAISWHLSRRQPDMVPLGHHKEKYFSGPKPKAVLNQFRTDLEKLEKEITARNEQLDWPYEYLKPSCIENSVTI
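Purified human 12hLO at 150 nM in 25 mM Hepes, 0.01% Triton X-100, pH 7.0, preincubated 15 min at room temperature with compound. Reaction started with 40 uM arachidonic acid, 30 min at room temperature. Hydroperoxide measured by Fe-xylenol orange, 573/405 nm absorbance ratio.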
RGS4 inhibitor – blocks human RGS4-accelerated GTP hydrolysis. hit rate 0.039% among 390,000. Potency, µM (doses to about 114 µM), for inactives: at the top dose activity change, negative = inhibition, hits mostly inhibitors. P49798. Transcreener GDP fluorescence polarization, RGS4-accelerated GTP hydrolysis; note: % is set by controls: 0 for no effect and ±100 for the full control effect; nearly all actives have a fitted effect of over 75% in size; some results filed as inactive show a strong effect at the top dose
Target sequence (P49798 whole entry, looked up): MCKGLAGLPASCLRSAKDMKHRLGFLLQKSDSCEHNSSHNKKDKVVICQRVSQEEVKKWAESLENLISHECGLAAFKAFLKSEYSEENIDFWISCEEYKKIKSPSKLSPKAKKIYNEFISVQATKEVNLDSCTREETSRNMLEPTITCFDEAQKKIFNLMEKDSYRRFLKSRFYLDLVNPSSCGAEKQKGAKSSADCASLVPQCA
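MLSMR compounds (23 nl, pin-transferred) preincubated 10 min at room temperature with a 500nM (2x) first reagent, then RGS4 at 900nM (2x) plus Transcreener GDP mix added; fluorescence polarization (620/688 nm) read before and after 90 min at 30 °C.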
IDH1 R132H inh – human IDH1 R132H inhibition; O75874; Potency, µM (top dose mostly 76.6 µM), for inactives: at the top dose activity change, negative = inhibition, actives largely listed as inhibitors; hit rate 0.093% among 390,000; IDH1-R132H enzyme, NADPH consumption, diaphorase/resazurin fluorescence; note: % is set by controls: 0 for no effect and ±100 for the full control effect; nearly all actives have a fitted effect of over 65% in size
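IDH1-R132H (0.5 ug/mL) preincubated 30 min with compound, then NADPH (0.016 mM) and alpha-KG (2 mM) added; 80 min at RT, pH 7.5. Remaining NADPH coupled via diaphorase/resazurin to fluorescence (540/590 nm); concentration-response curves normalized to no-enzyme control.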
Vif-A3G inh – blocks the Vif interaction with human APOBEC3G; AID 602310; Q9HC16; hit rate 0.076% among 410,000; HeLa A3G-eYFP + Vif (tagged APOBEC3G with the HIV-1 protein that degrades it), YFP fluorescence, overnight; Potency, µM (titrated, usually from 46.1 µM), for inactives: at the top dose activity, negative = active, most hits filed as inhibitors;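 note: % is set by controls: 0 for no effect and ±100 for the full control effect; nearly all actives have a fitted effect of over 60% in size; hits raise eYFP signal because A3G escapes Vif-driven loss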
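HeLa cells stably expressing Vif and C-terminally eYFP-tagged A3G, seeded overnight at 37 deg C, then exposed to compound by pintool overnight at 37 deg C. Rise in yellow fluorescence (Ex 488/Em 500-530, Acumen) marks blocked Vif-driven A3G degradation.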
TrxR1 substrate – is turned over as a substrate by rat TrxR1; O89049; purified TrxR1 substrate turnover, NADPH consumption readout; hit rate 0.01% among 390,000; Potency, µM (doses to about 114 µM), without a hit: top-dose activity change, negative = substrate turnover; AID 588456; note: % is set by controls: 0 for no effect and ±100 for the full control effect; nearly all actives have a fitted effect of over 50% in size
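Rat TrxR1, dispensed at 90 nM, was prereduced with 400 uM NADPH (final) for 5 min at ~22 deg C, then incubated with compound 15 min before 400 uM selenite. A first-read NADPH fluorescence drop versus no-compound background flagged substrates.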
USP1 inh – USP1/UAF1 (human) deubiquitinase inhibition; Potency, µM (doses to about 57.1 µM), for the others: at the top dose activity change, negative = inhibition, hits mostly inhibitors; hit rate 0.23% among 390,000; recombinant USP1/UAF1, Ub-Rhodamine cleavage fluorescence; O94782; note: % is set by controls: 0 for no effect and ±100 for the full control effect; nearly all actives have a fitted effect of over 60% in size; inactives centre near -12
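USP1/UAF1 complex at 1 nM was preincubated with compound for 15 min at room temperature, then Ub-Rho substrate (150nM final) was added. Fluorescence (480/540 nm) was read kinetically, 6 reads every 60 seconds.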
Numbers without * were called inactive; ? = inconclusive; . = not tested or not shown; & = joins results of further samples; [ ] = dose if it differs, or a comment. Calls come from the whole dose curve; as a rule, active = well fitted curve in the direction sought with a large enough effect; inconclusive = small, poorly fitted or top-dose-only effect, or another doubt; inactive = no such curve, though single readings can be large; an effect the other way counts as inactive or inconclusive. Potency is the fitted concentration of half-maximal effect. The list is partial, so the mix of outcomes need not match the whole.

SMILES	RXFP1 agonist	Vif-A3F inh	TrxR1 inh	12-LOX inh	RGS4 inhibitor	IDH1 R132H inh	Vif-A3G inh	TrxR1 substrate	USP1 inh
O=C(CCc1nc2ccccc2s1)N1CCN(c2ccccc2)CC1	2.5%	-2%	-7%[57.1 µM]	0%	24%	-7%	0%	-4%	-9%
COC(=O)CNC(=O)CSc1nc2sccc2c(=O)n1-c1ccccc1	-1.2%	9%	-8%[57.1 µM]	-12%	-19%	-5%	1%	7%[0.0914 µM]	3%
CCn1c(COc2cccc(OC)c2)nnc1SCC(=O)NCC1CCCO1 (stereo not given)	-0.8%	7%	11%	0%	-5%	1%	2%	4%	?
COc1cccc(CN(C(=O)COc2ccc(Cl)c(C)c2)C2CCS(=O)(=O)C2)c1 (stereo not given)	0.4%	0%	14%	-8%	-21%	-18%	-1%	-4%	-8%
COC(=O)Cn1cnc2c(C#N)c3n(c2c1=O)CCCC3	?	-3%	20%	-1%	-12%	8%	-7%	-3%	-6%
CC(C)(C)c1nnc(SCC(=O)c2ccccc2)n(N)c1=O	-0.7%	-9%	21%	-1%	-31%	0%	5%	1%	-18%
CN(C)C(CNC(=O)c1ccc2[nH]c(=O)c(=O)[nH]c2c1)c1ccco1 (stereo not given)	3.6%	9%	-6%	-12%	-6%	3%	-1%	42%[activator]	-7%
Cc1cc(-c2ccc(S(=O)(=O)Nc3ccccc3F)s2)on1	-0.1%	-1%	-9%[57.1 µM]	-21%	21%	10%	?	-5%[57.1 µM]	-26%
COC(=O)c1sccc1NC(=O)Cc1ccc(OC)c(OC)c1	3.9%	-24%	15%	8%	9%	2%	1%	8%[11.4 µM]	2%
COc1ccc(Cc2cnc(N)s2)cc1	0.8%	-18%	10%	493%[activator]	8%	3%	-4%	10%	-23%
Cc1cc(O)c(S(=O)(=O)c2ccccc2)c(C)c1NS(=O)(=O)c1ccccc1	0.3%	0%	1%	-4%	5%	-24%	-1%	-7%	?
COc1ccccc1/C=C/C=N/NC(=O)CC1C(=O)NN=C1C (stereo not given)	1.2%	-9%	-6%[57.1 µM]	0%	-24%	1%	0%	5%[57.1 µM]	-5%
Cc1ccc(C2N3CC4([N+](=O)[O-])CN2CC([N+](=O)[O-])(C3)C4(C)C)cc1 (stereo not given)	0.2%	-5%	20%	2%	-14%	1%	3%	4%	-18%
COc1cccc(NC(=O)CN(C)C(C)C(=O)Nc2ccc(C#N)cc2)c1 (stereo not given)	1.2%	5%	9%[57.1 µM]	1%	0%	-2%	1%	0%[57.1 µM]	-9%
COc1ccc(NC(=O)C2CCCN(S(=O)(=O)c3cccs3)C2)cc1OC (stereo not given)	0.9%	0%	-5%	-27%	-28%	2%	0%	-10%	3%
Cc1cc2cc(C)c3nnc(SCc4ccccn4)n3c2cc1C	1.7%	-5%	-6%	-6%	-11%	4%	-6%	-8%	-5%
Cc1ccnc(NC(=O)c2ccc(S(=O)(=O)N3CCC(C)CC3)cc2)c1	0.5%	6%	8%	11%	3%	-3%	-1%	-7%	-11%
CC1(C)NC(=O)N(CC(=O)N2CCN(c3cccc(C(F)(F)F)c3)CC2)C1=O	0.4%	1%	11%	9%	-19%	9%	0%	-2%	-14%
COc1ccccc1-c1cc(C(F)(F)F)nc(S(=O)(=O)CCCC(=O)Nc2cc(C)on2)n1	4.9%	3%	?	18%	9%	2%	-25%	122%[activator]	-20%
CCCCCCCCCCCCCCCC[n+]1cccc2ccccc21	0.6%	-2%	33%	?	?	-4%	-6%	12%	?
COC(=O)c1ccc(CN2C(=O)c3ccccc3C2=O)cc1	4.4%	10%	-7%[57.1 µM]	0%	-9%	3%	2%	-4%[57.1 µM]	-14%
CN(C)C(=O)CSc1nnc(-c2cccs2)n1-c1ccccc1	0.0%	2%	11%	-3%	2%	0%	-2%	6%	-18%
O=C(/C=C/c1ccccc1)N1CCC(Cc2ccccc2)CC1	1.2%	-6%	-12%	2%	?	3%	3%	-10%	-24%
Cc1cc(C)nc(SCC(=O)Nc2cc(C)on2)n1	-2.5%	4%	3%	2%	4%	4%	0%	3%	-18%

An excerpt of these results, as comma-separated lines:
SMILES,RXFP1 agonist,Vif-A3F inh,TrxR1 inh,12-LOX inh,RGS4 inhibitor,IDH1 R132H inh,Vif-A3G inh,TrxR1 substrate,USP1 inh
COc1cccc(NC(=O)CN(C)C(C)C(=O)Nc2ccc(C#N)cc2)c1 (stereo not given),1.2%,5%,9%[57.1 µM],1%,0%,-2%,1%,0%[57.1 µM],-9%
CC1(C)NC(=O)N(CC(=O)N2CCN(c3cccc(C(F)(F)F)c3)CC2)C1=O,0.4%,1%,11%,9%,-19%,9%,0%,-2%,-14%
Cc1ccc(C2N3CC4([N+](=O)[O-])CN2CC([N+](=O)[O-])(C3)C4(C)C)cc1 (stereo not given),0.2%,-5%,20%,2%,-14%,1%,3%,4%,-18%

Remaining list, next part
SMILES	RXFP1 agonist	Vif-A3F inh	TrxR1 inh	12-LOX inh	RGS4 inhibitor	IDH1 R132H inh	Vif-A3G inh	TrxR1 substrate	USP1 inh
NC1CONC1=O (stereo not given)	.	.	5%&0%[57.1 µM]	2%	6%[56.9 µM]	.	.	4%[57.1 µM]	.
Cc1ccc(OCCCC(=O)Nc2ccc(S(=O)(=O)Nc3ccccn3)cc2)cc1	-0.8%	-4%	23%	-1%	-10%	0%	2%	0%	-16%
COc1ccc(NC(=O)CN(c2cccc(C)c2C)S(=O)(=O)c2ccccc2)cc1OC	-1.6%	3%	24%	0%	9%	28%	3%	5%	-22%
NC(=O)CSc1nnc(-c2ccc(S(=O)(=O)N3CCOCC3)cc2)n1CC1CCCO1 (stereo not given)	0.2%	-9%	1%	4%	20%	3%	0%	6%	6%
O=C(CSc1nnc(NC(=O)C2CCC2)s1)NC1CC1	-0.4%	.	5%	0%	-23%	2%	0%	4%	-8%
Cc1ccc(C(=O)N/N=C/c2ccc(-c3ccccc3[N+](=O)[O-])o2)cn1	-3.5%	2%	-30%	2%	?	2%	-4%	-14%	-20%
Cc1cc([N+](=O)[O-])nn1CCCC(=O)Nc1cc(Oc2ccccc2)cc([N+](=O)[O-])c1	-0.1%	-9%	-18%	-26%	-25%	2%	2%	-9%	-19%
Cc1csc(SCC(=O)NCc2ccccc2Cl)n1	-1.1%	13%	-6%[57.1 µM]	18%	21%	3%	1%	7%[57.1 µM]	?
COc1ccc(N2CCN(C(=O)Cc3cccs3)CC2)cc1	0.5%	-3%	3%	-12%	-9%	12%	2%	2%	-16%
COc1ccccc1CN1CC(C(=O)NCCc2cn[nH]c2)CCC1=O (stereo not given)	-0.6%	-2%	5%	-12%	-15%	-2%	-3%	4%	-5%
CS(=O)(=O)c1ccc(C(=O)OCC(=O)N2CC(=O)Nc3ccccc32)cc1[N+](=O)[O-]	.	.	2.8µM*	.	-31%	.	-2%	0%	.
Cc1ccc(NC(=O)CCc2c(C)nn(-c3ccc(N4CCOCC4)nn3)c2C)c(C)c1	3.9%&2.3%	-10%&1%	10%	-22%&4%	8%[11.4 µM]	0%&3%	1%&4%	3%	-8%&-14%
COc1ccccc1C(=O)N/C(=C\c1ccccc1)C(=O)NC(C)C(=O)O (stereo not given)	0.4%	1%	7%	3%	31%	-9%	2%	0%	-12%
O=C(NCc1ccc(Cl)cc1)C1CCCN1C(=O)Nc1ccc(F)cc1 (stereo not given)	1.4%	-1%	12%	278%[activator]	13%	0%	1%	-3%	3%
COc1ccc(S(=O)(=O)/N=C2/NC(=O)/C(=C/c3ccco3)S2)cc1	0.4%	0%	-17%[57.1 µM]	18µM*	?	2%	0%	-1%[57.1 µM]	-11%
CCOC(=O)[C@@H]1[C@H]2COc3cc(OC)ccc3[C@@H]2N2C(=O)N(c3ccc(C(F)(F)F)cc3)C(=O)[C@]12C	-1.5%	0%	23%	-9%	1%	13%	-2%	-4%[57.1 µM]	-28%
CCCCN(C)C(=O)c1nc2ccccn2c1CN1CCN(c2ccccn2)CC1	0.7%	-12%	9%[57.1 µM]	6%	-24%	8%	0%	12%[57.1 µM]	-2%
CC(C)(C)c1ccc(C(=O)Nc2ccc(OCc3cc(=O)n4ccsc4n3)cc2)cc1	2.3%	0%	12%	-7%	11%	-8%	-1%	-1%	-25%
COCCN1C(=O)N[C@@H](c2ccccc2)[C@@H](C(=O)OC)[C@H]1C	.	0%	7%	?	-20%	7%	-2%	-2%	14%
Cc1ccc(-n2nnnc2SCC(=O)c2cc(C)n(-c3cc(C)on3)c2C)cc1	2.2%	-3%	19%	-29%	1%	3%	0%	9%	-8%
Nc1cc(N)nc(SCC(=O)NCc2ccc3c(c2)OCO3)n1	.	12%	1%	7%	-24%	0%	2%	5%	-19%
Cc1ccc(-c2csc(NC(=S)NC(=O)c3cccs3)n2)cc1	3.6%	-4%	14%	-2%	-8%	2%	-3%	5%	-15%
Cc1ccc(OCCNC(=O)c2cccc(Oc3ccc(C(F)(F)F)cc3[N+](=O)[O-])c2)cc1	-0.5%	-15%	20%[57.1 µM]	-21%	-15%	-2%	2%	-5%	-16%
O=C(CNC(=O)C1CCCCC1)OCc1ccccc1	.	.	-3%	.	2%	.	2%	-6%	.
CCCCCCOc1ccc(N2C(=O)CC(SC(=NCC)NCC)C2=O)cc1 (stereo not given)	1.9%	1%	32%	1%	-1%	-1%	2%	1%	-18%
